Screening data as filed in PubChem.
TRPV1 ag: HTS Assay for Compounds that Act as Agonists of the Vanilloid Receptor 1; TRPV1-expressing cells, Fluo-8 calcium influx, agonist mode; activation, % at 8.33 µM; hit rate 0.19% among 320,000; in the data active means activation above about 80%; inconclusive means between about 30% and that limit; further: 0% is about no effect
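TRPV1-expressing cells were cultured overnight at 35.5C and loaded with Fluo-8 calcium dye for 40 to 90 min at room temperature. After a 10 s baseline, compound was added and calcium influx was read kinetically for 3 min (ex 480/em 520 nm).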
p53 reactivator: qHTS assay for re-activators of p53 using a Luc reporter; H1299 p53-A138V BP100-luciferase reporter, luminescence, 24 h; hit rate 0.063% among 320,000; Potency, µM (series often up to 92.2 µM), for the others: at the top dose activity change, positive = activation, hits mostly activators; further: potency means the concentration at half of the fitted maximal effect; % of control where 0% means no effect; nearly all actives have a fitted effect of over 45% in size
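p53-null H1299 cells stably carrying temperature-sensitive p53-A138V and a BP100-luciferase reporter were pinned with compounds (4-point, 1:5 series) and held 24 hrs at 37 deg C. Luminescence was read 10 min after detection reagent.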
Integrin act MD: qHTS for Activators of Integrin-Mediated Alleviation for Muscular Dystrophy; Potency, µM (series often up to 38.3 µM), for inactives: at the highest dose activation, hits mostly activators; hit rate 0.064% among 350,000; AID 624291, 2012; alpha7betagal myoblasts, beta-gal FDG fluorescence, 48 h;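 further: potency means the concentration at half of the fitted maximal effect; 100% = response of the positive control SU9516; nearly all actives have a fitted effect of over 60% in size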
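alpha7betagal+/- myoblasts (passage 13, 250/well) treated 48 h at 37C with compounds at 1:260 dilution of DMSO stock. Lysed, then beta-galactosidase activity read as FDG fluorescence (ex 480/em 540) after 30 min, with pre-read for autofluorescence.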
B2AR arrestin: qHTS assay of beta-arrestin-biased ligands of beta2-adrenergic receptor; Beta-2 adrenergic receptor (Homo sapiens), P07550; beta-arrestin recruitment to beta2AR, cell-based reporter; Potency, µM (highest dose often 46.1 µM), without a hit: at the highest dose activation, usual class: activators; hit rate 0.02% among 330,000; AID 492947, 2010;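 further: potency means the concentration at half of the fitted maximal effect; 0% = DMSO controls and full agonism = EC100 isoproterenol or metaproterenol; nearly all actives have a fitted effect of over 65% in size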
Target sequence (P07550 whole entry, looked up): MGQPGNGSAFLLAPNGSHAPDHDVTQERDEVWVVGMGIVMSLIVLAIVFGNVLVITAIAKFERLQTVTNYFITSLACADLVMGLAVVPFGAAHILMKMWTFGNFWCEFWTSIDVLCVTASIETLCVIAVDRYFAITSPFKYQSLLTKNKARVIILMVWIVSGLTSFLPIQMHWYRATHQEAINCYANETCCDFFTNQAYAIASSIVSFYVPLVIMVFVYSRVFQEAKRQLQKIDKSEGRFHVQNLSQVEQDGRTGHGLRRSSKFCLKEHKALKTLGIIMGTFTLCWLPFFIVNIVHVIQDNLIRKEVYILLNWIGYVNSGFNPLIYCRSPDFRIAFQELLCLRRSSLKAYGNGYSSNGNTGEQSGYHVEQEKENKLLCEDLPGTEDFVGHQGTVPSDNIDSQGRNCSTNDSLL
ELG1 repair inh: qHTS screen for small molecules that inhibit ELG1-dependent DNA repair in human embryonic kidney (HEK293T) cells expressing luciferase-tagged ELG1; HEK293T ELG1-luciferase reporter, luminescence, 16 h; DNA damage induced by 5-fluorouridine; Potency, µM (highest dose often 46.1 µM), without a hit: at the highest dose activity change, negative = inhibition, actives largely listed as inhibitors; hit rate 2.3% among 330,000; further: potency means the concentration at half of the fitted maximal effect; on the % scale 0 is the no-effect control and ±100 the full control effect; nearly all actives have a fitted effect of over 55% in size
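Quantitative HTS, concentration-response format. 2,000 cells/well co-treated with 5-fluorouridine and compound, 16 hr in 5% CO2 at 37 °C; ONE-Glo luminescence read after 30 min.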
A-T KAP1 phos: qHTS Assay for Identifying a Potential Treatment of Ataxia-Telangiectasia; […] A-T fibroblasts, KAP-1 phosphorylation AlphaLISA; neocarzinostatin DNA damage 30 min before lysis; Potency, µM (doses to about 57.5 µM), for inactives: top-dose activation, hits mostly activators; hit rate 0.19% among 320,000; AID 485349, 2010; further: potency means the concentration at half of the fitted maximal effect; % of control where 0% means no effect; nearly all actives have a fitted effect of over 45% in size
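hTERT-immortalized A-T patient fibroblasts ([…]), 500 cells/well in OPTI-MEM, 1% FBS, got compounds for 60 min, then NCS for 30 min at 37C. Lysates were then assayed for phospho-KAP-1 by AlphaLISA (anti-pKAP1 donor, anti-KAP1 acceptor beads), 6 hr at 25C.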
TCR act: Activators of T cell receptors: qHTS campaign. primary human leukocytes, anti-CD3, IL-2 HTRF, 48 h. Potency, µM (titrated, usually from 9.22 µM), without a hit: top-dose activation of IL-2 secretion, hits mostly activators. 330,000 tested, under 10 active; further: % of control where 0% means no effect
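Primary human leukocytes incubated 48 hr with anti-CD3 beads plus compound, without co-stimulation. Secreted IL-2 measured by HTRF (europium cryptate/d2 anti-IL-2 pair, 320 nm excitation, 665 nm emission).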
TSG101-PTAP inh: qHTS Assay for Iinhibitors of HIV-1 Budding by Blocking the Interaction of PTAP/TSG101; Fluorescence polarization, FITC-PTAP peptide / Tsg101 binding; Tumor susceptibility gene 101 protein (Homo sapiens), Q99816; AID 493005, 2010; 340,000 tested, under 10 active; Potency, µM (doses to about 115 µM), without a hit: top-dose activity change, negative = inhibition, actives largely listed as inhibitors; active means well fitted inhibition curve with a large enough effect in the main read-out, with a control signal flat, not every such curve was filed as active; inconclusive means small, poorly fitted or top-dose-only effect, or effect the other way, or a change in a side signal; inactive means no such curve, though single readings can be large or run the other way; further: potency means the concentration at half of the fitted maximal effect; % of control where 0% means no effect
Target sequence (Q99816 whole entry, looked up): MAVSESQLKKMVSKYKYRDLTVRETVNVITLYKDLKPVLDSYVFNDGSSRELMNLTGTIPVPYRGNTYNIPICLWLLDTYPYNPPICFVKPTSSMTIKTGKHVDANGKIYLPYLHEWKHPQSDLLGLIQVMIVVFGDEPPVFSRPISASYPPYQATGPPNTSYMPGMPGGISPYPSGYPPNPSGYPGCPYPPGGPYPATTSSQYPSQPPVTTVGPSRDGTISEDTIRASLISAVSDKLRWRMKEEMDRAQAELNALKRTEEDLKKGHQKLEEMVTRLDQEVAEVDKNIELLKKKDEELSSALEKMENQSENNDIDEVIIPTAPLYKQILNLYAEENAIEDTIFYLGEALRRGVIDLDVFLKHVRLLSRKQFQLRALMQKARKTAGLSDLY
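Compounds were pin-transferred onto Tsg101 binding domain (10 uM final) in HEPES pH 7.5 buffer, then FITC-PTAP peptide was added at 50 nM final. After 20 min at RT, polarization reported peptide displacement across a qHTS concentration series.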
BRCA1 expr up: qHTS Assay to Identify Small Molecule Activators of BRCA1 Expression. hit rate 1.1% among 380,000. AID 624202, 2012. MCF7-BRCA1-FFLuc reporter, luminescence, 48 h; response scale: scaled: vehicle 0%, 10 µM genistein 100%. Potency, µM (highest dose often 46.1 µM), for inactives: top-dose activation, most hits filed as activators; further: potency means the concentration at half of the fitted maximal effect; nearly all actives have a fitted effect of over 80% in size; some results filed as inactive show a strong effect at the top dose
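MCF7 cells carrying a BRCA1-firefly luciferase reporter (2000 cells/well, phenol-red free MEM) were attached for 2 h at 37 °C, then given compounds for 48 h. Luminescence was read 15 min after luciferase reagent; activity normalized to genistein (10 microM) and DMSO.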
MLL CXXC-DNA inh: qHTS Fluorescence Polarization Assay for Inhibitors of MLL CXXC domain - DNA interaction; Histone-lysine N-methyltransferase 2A (Homo sapiens), Q03164; Potency, µM (titrated, usually from 115 µM), for the others: at the top dose activity change, negative = inhibition, most hits filed as inhibitors; AID 2662, 2010; MLL-CXXC / FITC-HOXA9 DNA fluorescence polarization; hit rate 0.037% among 290,000; active means well fitted inhibition curve with a large enough effect in the polarisation, with a control signal flat, not every such curve was filed as active; inconclusive means small, poorly fitted or top-dose-only effect, or effect the other way, or a change in a side signal; inactive means no such curve, though single readings can be large or run the other way; the % refers to the polarisation; further: potency means the concentration at half of the fitted maximal effect
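Steps: dispense CXXC domain solution (7 uM) → pin compounds or unlabeled HOX-A9 DNA control → 5 min ambient → add FLSN-HOX-A9 solution (50 nM) → spin → 30 min ambient → fluorescence polarization. Tris pH 7.5/NaCl/DTT/BSA buffer.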
An asterisk follows results filed as active; ? = inconclusive; nt = not tested or not shown; [ ] = another dose, or the depositor's remark. Unless noted, the call rests on the fitted dose curve; in most records, active means well fitted curve in the direction sought with a large enough effect; inconclusive means small, poorly fitted or top-dose-only effect, or another doubt; inactive means no such curve, though single readings can be large; an effect the other way counts as inactive or inconclusive.

Every second line gives: ELG1 repair inh	TRPV1 ag	B2AR arrestin	Integrin act MD	p53 reactivator	TSG101-PTAP inh	A-T KAP1 phos	MLL CXXC-DNA inh	TCR act	BRCA1 expr up
- CC1=C(C(=O)OCc2ccccc2)C(c2ccccc2)NC(=O)N1CCCC(=O)O (configuration not stated)
→ -4%	-3	-0.4%	8%	9%	0%	6%	-15%	2%	8%
- O=S(=O)(Oc1ccc(Cl)cc1)c1cccc2cccnc12
→ 17%	5	-0.1%	-15%	7%	1%	8%	10%	5%	69%
- Cc1ccc(S(=O)(=O)Nc2ccc3ccccc3c2[N+](=O)[O-])cc1
→ nt	nt	nt	0%	nt	-2%	nt	nt	2%	-84%
- Cc1nc2ccc(NS(=O)(=O)c3ccc(F)c(C)c3)cc2[nH]1
→ ?	5	5.7%	-66%[inhibitor]	-1%	-3%	-16%	1%	nt	-4%
- CCC(C)c1ccccc1NC(=O)C(C)OC(=O)CN1C(=O)NC(C)(C)C1=O (configuration not stated)
→ 10%	3	-0.4%	2%	-4%	0%	1%	nt	1%	-6%
- CCOC(=O)Nc1ccccc1C(=O)N1CCOCC1
→ 0%	2	-1.3%	-4%	-8%	-2%	1%	5%	nt	-1%
- O=C(CN1CCN(c2cccc(Cl)c2)CC1)NC1CCCc2ccccc21 (configuration not stated)
→ -24%	25	-0.6%	-4%	0%	-3%	-10%	-2%	-2%	-45%
- COc1cc(-c2nc3cnccc3n2C)cc(OC)c1OC
→ ?	-1	0.4%	14%	-10%	-2%	6%	-1%	3%	-26%
- Cn1c(=O)oc2cc(S(=O)(=O)N3CCCC(C(=O)NCc4cccs4)C3)ccc21 (configuration not stated)
→ 1%	nt	0.0%	-12%	-4%	1%	12%	-2%	-2%	-17%
- CCOC(=O)C1=NN(c2ccc(C)cc2)C2(S1)SC(C(C)=O)=C(C)N2c1ccccc1 (configuration not stated)
→ ?	26	-1.9%	29%	4%	-7%	-12%	-5%	nt	-36%

(listing goes on)
Every second line gives: ELG1 repair inh	TRPV1 ag	B2AR arrestin	Integrin act MD	p53 reactivator	TSG101-PTAP inh	A-T KAP1 phos	MLL CXXC-DNA inh	TCR act	BRCA1 expr up
- CCOC(=O)c1sc(C)nc1C1CCN(C(=O)OCC)CC1
→ -4%	9	-0.3%	-7%	-1%	-2%	nt	-3%	-3%	-13%
- COc1ccc([N+](=O)[O-])cc1-n1cccc1
→ 11%	-4	-2.0%	4%	1%	-1%	2%	-2%	3%[46.1 µM]	12%
- COc1cc(C2=NOC(C(=O)NCc3cccs3)C2)cc(OC)c1OC (configuration not stated)
→ 1%	2	8.5%	-20%	-1%	1%	6%	4%	nt	-73%
- CCOc1ccc2oc(C(=O)N(CC)CC(=O)Nc3c(F)cccc3F)c(C)c2c1
→ ?	1	-0.4%	-5%	-3%	-2%	-5%	nt	3%	-1%
- COc1ccc(-c2cc(=O)oc3cc(OCC(=O)N4CCOCC4)ccc23)cc1
→ -14%	3	-0.2%	-20%	-5%	0%	1%	-6%	6%	34%
- CCOc1ccc(/C=C(\C)C(=O)c2c(C)cc(C)[nH]c2=O)cc1
→ -16%	7	0.0%	-9%	nt	-1%	5%	1%	-3%	-12%
- O=C(N/N=C/C(Br)=C/c1ccccc1)C(O)c1ccccc1 (configuration not stated)
→ ?	2	0.4%	-57%[inhibitor]	?	-1%	8%	-15%	1%	52%
- COc1ccc(CN2CCC(C(=O)N3CCCC(C)C3)CC2)cc1OC (configuration not stated)
→ 4%	-1	-0.8%	-15%	-2%	-7%	1%	8%	2%	-2%
- Cc1cc(-c2ccccc2)cc(=O)[nH]1
→ nt	nt	nt	3%	nt	0%	nt	nt	1%	-9%
- COc1ccc([C@H]2CC(=O)C=C(c3cc(F)ccc3OC)C2)cc1
→ -26%	9	0.3%	-19%	-11%	-3%	20%	nt	1%	-57%

The listing continues:
Every second line gives: ELG1 repair inh	TRPV1 ag	B2AR arrestin	Integrin act MD	p53 reactivator	TSG101-PTAP inh	A-T KAP1 phos	MLL CXXC-DNA inh	TCR act	BRCA1 expr up
- N#CC(C#N)=C1NC2(CCCC2)Cc2ccccc21
→ 9%	1	0.1%	-2%	-6%	-6%	-3%	11%	-7%[46.1 µM]	-11%
- CCOc1ccc(NC(=O)CN(C)C(=O)C2CCN(C(=O)Nc3ccccc3)CC2)cc1OCC
→ nt	nt	nt	-9%	nt	6%	nt	nt	4%	12%
- Cc1c(Cl)cccc1NC(=O)COc1ccc(S(=O)(=O)N2CCOCC2)cc1
→ 1%	5	0.1%	20%	-2%	-7%	3%	6%	3%	-22%
- O=C(CCNC(=O)c1ccco1)Nc1ccc(F)c(Cl)c1
→ 26%	-1	-0.9%	-15%	-7%	-2%	-3%	-6%	0%	17%
- O=C(NCC1(N2CCOCC2)CCCCC1)c1ccc(Cl)c(S(=O)(=O)NCc2ccco2)c1
→ -1%	3	-0.1%	12%	5%	-4%	1%	3%	-18%	-5%
- COc1cc(/C=C(\C#N)c2nc3ccccc3o2)ccc1O
→ ?	?	0.4%	1%	3%	?	-7%	?	2%	-35%
- COC(=O)C1C(=O)c2c([nH]c(C(=O)OC3CCCC3)c2C)CC1C (configuration not stated)
→ nt	15	nt	2%	nt	1%	nt	-1%	4%	?
- Cn1c(=O)c2ncn(CC(=O)NCCC3=CCCCC3)c2n(C)c1=O
→ -23%	-3	-0.1%	19%	6%	-4%	5%	-2%	-5%[46.1 µM]	-1%
- N#Cc1ccc(C=NN2CCCCCC2)cc1
→ nt	nt	nt	5%	nt	1%	nt	nt	-3%	6.3µM*
- Cc1nc2nc(SCC(=O)N3CCOCC3)nn2c(C)c1Cc1ccccc1
→ ?	2	4.4%	-37%	26%	-9%	4%	5%	-7%	16%

Next section.
Every second line gives: ELG1 repair inh	TRPV1 ag	B2AR arrestin	Integrin act MD	p53 reactivator	TSG101-PTAP inh	A-T KAP1 phos	MLL CXXC-DNA inh	TCR act	BRCA1 expr up
- CCOC(=O)c1cnc(SCC(=O)N2CCC(C(N)=O)CC2)nc1N
→ 4%	1	-0.1%	?	1%	-2%	3%	-3%	-9%	-5%
- O=S(=O)(N1CCCCC1)n1nnc2ccccc21
→ 14%	12	0.4%	-17%	6%	-2%	9%	1%	-7%	-3%
- Cc1ccc(S(=O)(=O)Nc2nc3ccccc3nc2NCC2CCCO2)cc1 (configuration not stated)
→ ?	0	0.0%	-15%	-1%	-2%	-3%	1%	-3%	0%
- CCCCc1ccc(NC(=O)c2ccc(N(C)S(C)(=O)=O)cc2)cc1
→ 1.5µM*	30	0.1%	-13%	3%	1%	-12%	-5%	5%	-29%
- CCC(CC)C(=O)Nc1cccc(C(=O)Nc2ccc(S(=O)(=O)Nc3ccc(C)cc3)cc2)c1
→ ?	-2	0.1%	-11%[7.66 µM]	-6%	-7%	-1%	3%	-1%	-75%
- COc1ccc(N2CCN(C(=O)c3sc4ncn(CC(=O)N5CCCCC5C)c(=O)c4c3C)CC2)cc1 (configuration not stated)
→ ?	-1	-0.2%	-21%	-4%	-2%	6%	1%	3%	-17%
- O=C1CC(N2CCN(c3ccc(C(=O)c4ccc(F)cc4)cc3)CC2)C(=O)N1 (configuration not stated)
→ 11%	-1	-1.7%	-17%	14%	1%	-5%	7%	1%	52%
- Cc1ccc(NS(=O)(=O)c2ccc3c(c2)NC(=O)C(C)C(=O)N3)cc1C (configuration not stated)
→ -1%	0	-1.2%	-21%	nt	-2%	5%	nt	1%	-6%
- CCOC(=O)Cn1cc(-c2ccccc2)nn1
→ 7%	-2	0.4%	22%	1%	0%	30%	4%	2%	-7%
- CCc1ccc(NC(=S)N(Cc2cccnc2)Cc2ccco2)cc1
→ ?	0	-0.1%	12%	-4%	0%	0%	0%	1%	-29%
- Cc1cccc(-n2nc3c(c2NC(=O)c2ccc(Br)o2)CSC3)c1
→ -13%	22	0.2%	10%	-4%	-3%	-9%	-12%	-2%	-27%
- Cc1ccc(OCC(=O)Nc2nnc(C3CCCO3)s2)c(Br)c1 (configuration not stated)
→ ?	-3	0.5%	0%	21%	-13%	-2%	2%	0%	-15%
- CC#CCCCC(=O)Nc1ccc(C(=O)O)cc1
→ ?	-2	0.0%	-8%	1%	1%	2%	12%	-3%	0%
